High-throughput results: PubChem, Dana-Farber Cancer Institute and Novartis Institutes for BioMedical Research (Cambridge, Mass)
USP10 inh: human USP10 deubiquitinase inhibition | purified USP10, Ub-rhodamine fluorescence, 60 min | 47,000 compounds, 1.1% hits | AID 1645856 | inhibition, % at 20 µM | Q14694
USP28 inh: blocks human USP28 ubiquitin-rhodamine cleavage; Q96RU2; purified USP28, Ub-rhodamine cleavage fluorescence, 30 min; inhibition, % at 25 µM; 47,000 compounds, 3% hits; AID 1645857
USP30 block: blocks human USP30 ubiquitin-rhodamine cleavage; Q70CQ3; purified USP30, Ub-rhodamine cleavage fluorescence; inhibition, % at 25 µM; 47,000 compounds, 5.3% hits; AID 1645860
USP17 inh: blocks human USP17 ubiquitin-rhodamine cleavage; A8MUK1; 47,000 compounds, 6.5% hits; purified USP17, Ub-rhodamine cleavage fluorescence, 3 h; AID 1645855; inhibition, % at 50 µM
Target sequence (A8MUK1 whole entry, looked up): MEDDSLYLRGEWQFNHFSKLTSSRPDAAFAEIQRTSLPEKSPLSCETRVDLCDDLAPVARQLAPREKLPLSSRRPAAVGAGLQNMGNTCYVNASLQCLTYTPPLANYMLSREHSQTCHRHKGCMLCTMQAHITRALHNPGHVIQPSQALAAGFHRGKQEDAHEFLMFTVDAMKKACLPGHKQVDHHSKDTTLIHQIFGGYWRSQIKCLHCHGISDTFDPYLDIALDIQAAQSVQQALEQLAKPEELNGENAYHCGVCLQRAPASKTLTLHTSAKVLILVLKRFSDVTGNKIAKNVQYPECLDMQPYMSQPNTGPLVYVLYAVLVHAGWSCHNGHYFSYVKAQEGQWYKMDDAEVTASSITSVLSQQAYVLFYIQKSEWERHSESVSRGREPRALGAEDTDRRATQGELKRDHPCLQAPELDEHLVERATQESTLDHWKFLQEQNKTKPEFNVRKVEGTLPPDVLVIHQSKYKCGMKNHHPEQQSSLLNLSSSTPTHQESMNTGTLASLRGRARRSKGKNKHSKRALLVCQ
OTUD3 block: human OTUD3 deubiquitinase inhibition. purified OTUD3, Ub-rhodamine fluorescence, 2 h. inhibition, % at 25 µM. 47,000 compounds, 0.7% hits. AID 1645858
USP7 inh: blocks human USP7 ubiquitin-rhodamine cleavage | Q93009 | purified USP7, Ub-rhodamine cleavage fluorescence | inhibition, % at 20 µM | 47,000 compounds, 0.3% hits | AID 1645854
USP8 inh: human USP8 deubiquitinase inhibition. P40818. purified USP8, Ub-rhodamine cleavage fluorescence, 30 min. inhibition, % at 20 µM. 47,000 compounds, 4.2% hits. AID 1645853
UCHL1 inh: inhibitors of human UCHL1 deubiquitinase | AID 1645859 | inhibition, % at 20 µM | 47,000 compounds, 0.2% hits | purified UCHL1, Ub-rhodamine cleavage fluorescence | P09936
Target sequence (P09936 whole entry, looked up): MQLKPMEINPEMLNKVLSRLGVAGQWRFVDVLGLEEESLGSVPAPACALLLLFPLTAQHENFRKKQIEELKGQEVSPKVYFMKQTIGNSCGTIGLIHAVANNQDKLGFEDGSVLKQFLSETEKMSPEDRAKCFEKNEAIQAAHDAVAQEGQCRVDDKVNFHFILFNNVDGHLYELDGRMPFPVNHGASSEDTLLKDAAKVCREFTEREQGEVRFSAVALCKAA
An asterisk follows results filed as active; i = inactive; . = no result given. No stated cut-off is given here; in the data, active means inhibition above about 30%; inactive means the rest.

Results follow in this order: USP10 inh, USP28 inh, USP30 block, USP17 inh, OTUD3 block, USP7 inh, USP8 inh, UCHL1 inh
> O=C1CSC(c2cccnc2)N1Cc1ccc(Cl)c(Cl)c1 (stereo unspecified)
  1, 1, 10, 8, 5, -3, 9, 2
> CC1[C@@H]2[C@@H](C(=O)N3CCOCC3)C[C@H](CN1C(=O)CCN)N2Cc1ccccc1 (stereo partly specified)
  -1, 11, 22, 0, 5, 6, -20, 3
> COc1cccc([C@@H]2C[C@]3(C)NC(=O)CCCC[C@@H]3N2CC(=O)Nc2cn(C)nc2C)c1
  -11, -110, -363, -117, -78, -38, -94, -38
> CC(=O)NC1CCN(c2nc3c(s2)c(C)nn3-c2ccc(F)cc2)CC1
  -1, 11, 25, 9, 12, 2, -16, 3
> COc1ccccc1C(=O)Nc1ccccc1-c1nc(-c2ccccn2)no1
  7, ., ., 32*, 6, 6, 8, 6
> C1CCc2nnc(C3CC34CCN(Cc3nc(C5CC5)no3)CC4)n2CC1 (stereo unspecified)
  0, 16, 27, 9, 13, 3, 14, 3
> Cn1nc(-c2nc(Cc3ccccc3)no2)c2c1CCN(C(=O)C1CCC1)C2
  -5, 10, -8, -16, -9, -4, -18, 1
> O=C(OCc1nc2ccccc2s1)c1ccccc1-c1nc2ccccc2s1
  6, 14, 6, 6, 0, 4, 3, 1
> Cc1ccc(N(C)C(=O)CCS(=O)(=O)c2ccc3c(c2)SCC(=O)N3)cc1
  -7, -9, -126, -15, -17, -11, -13, -14
> Cc1cccc(-c2nc(Cn3c(=O)c4cccnc4n(-c4ccccc4)c3=O)c(C)o2)c1
  -1, 3, -16, -13, 10, -1, 5, 1
> COc1ccc(Cn2c(SCc3ccc(C(=O)NCCc4ccccc4)cc3)nc3ccncc32)cc1
  14, 30, 53*, 32*, 10, 11, -4, -2
> Cc1cc2nc(C3CCN(C(=O)C4CCCCO4)CC3)cc(=O)n2[nH]1 (stereo unspecified)
  0, 2, 21, -3, 5, 2, 1, 0
> CCc1cc(=O)oc2c(C)c(OCC(=O)NCC(=O)N3CC[C@@]4(O)CCCC[C@H]4C3)ccc12
  1, 10, 13, 5, -3, 0, 2, 1
> Cc1cccc(C)c1OCCOCC(O)CN1CCN(c2ccccn2)CC1 (stereo unspecified)
  0, 7, 13, 12, 10, 1, -38, 0
> O=C(NCCN1CCCCC1)C1CCN(c2cnc(N3CCCC3)nc2)CC1
  -3, -16, -77, -44, -18, 0, -2, -1
> CC(Oc1ccc2ccc(=O)oc2c1)C(=O)NC1CC(C)(C)NC(C)(C)C1 (stereo unspecified)
  -1, -18, 6, -7, -2, 1, 3, -2
> CC(C)c1ccc(OCC(=O)NCC2(N3CCN(C)CC3)CCCCC2)cc1
  0, 16, 30*, -2, 13, -2, -4, 1
> O=C(Nc1ccc2c(c1)CCN2S(=O)(=O)c1ccccc1)NC1CCCC1
  14, 6, -8, -5, -1, 8, -6, 4
> O=C(O)C(c1c[nH]c2ccc(Cl)cc12)N1CCN(c2ccc(F)cc2)CC1 (stereo unspecified)
  0, -9, -11, 2, -11, -12, -4, -2
> CCN(c1ccc(OC)cc1)S(=O)(=O)N1CCCC(C(=O)NCc2cccc(OC)c2OC)C1 (stereo unspecified)
  -3, -4, 0, -3, -6, 2, 0, -1
> CCN1C[C@H]2CN(C)c3ccccc3[C@@H]2N(C(C)=O)CCC1=O
  -6, -9, -33, -12, -6, 0, 7, -2
> CN1Cc2ccccc2CN2C[C@@H](NC(=O)C3CCOCC3)C[C@H]2C1
  -5, -31, -101, -31, -27, -4, -10, -5
> Cc1cccc(-n2c(Cc3cc(=O)[nH]c(=O)[nH]3)nnc2SCC(=O)NCc2ccccc2Cl)c1
  1, 10, 31*, 6, 5, 1, 7, -3
> Cc1cccc(C(=O)N2CCN(c3nc(-c4ccc(Cl)cc4)no3)CC2)c1
  2, 18, 40*, 13, 10, -13, 9, 9
> Cc1ccc(S(=O)(=O)c2cnc3ccc(Cl)cc3c2Nc2ccc3c(c2)OCCO3)cc1
  4, 1, 7, -1, -7, 8, 1, 0
> O=S(=O)(c1cccc(Cl)c1)N1CCN(c2cnn3cnnc3c2)CC1
  1, 10, 9, 43*, 6, 4, -10, 2
> O=C(NCCc1cccc(F)c1)c1nc2c(s1)CCCN2C(=O)C1CC1
  1, 37*, 12, -9, 3, -3, -61, 2
> O=C(CCCCn1c(=O)[nH]c2ccccc2c1=O)N1CCN(C2CCCCC2)CC1
  -1, 2, 6, 1, 6, 0, 19, -1
> COc1ccc(Sc2cc(CS(=O)(=O)c3ccccc3)nc(C)n2)cc1
  -6, 22, 29, ., 13, 3, 16, 5
> Cc1ccc(C(=O)N2CCC3(CC2)CC2(CO3)Nc3ccccc3-n3cccc32)cn1 (stereo unspecified)
  0, -42, -184, 29, -39, -24, 67*, 3

Some of the entries above in another layout.
smiles,USP10 inh,USP28 inh,USP30 block,USP17 inh,OTUD3 block,USP7 inh,USP8 inh,UCHL1 inh
CC(Oc1ccc2ccc(=O)oc2c1)C(=O)NC1CC(C)(C)NC(C)(C)C1 (stereo unspecified),-1,-18,6,-7,-2,1,3,-2
CC(C)c1ccc(OCC(=O)NCC2(N3CCN(C)CC3)CCCCC2)cc1,0,16,30*,-2,13,-2,-4,1

Single records, as listed above. Screens in order: USP10 inh, USP28 inh, USP30 block, USP17 inh, OTUD3 block, USP7 inh, USP8 inh, UCHL1 inh
`O=C(O)C(c1c[nH]c2ccc(Cl)cc12)N1CCN(c2ccc(F)cc2)CC1` (stereo unspecified) as listed: 0, -9, -11, 2, -11, -12, -4, -2
`CC(C)c1ccc(OCC(=O)NCC2(N3CCN(C)CC3)CCCCC2)cc1` as listed: 0, 16, 30*, -2, 13, -2, -4, 1
`Cc1ccc(S(=O)(=O)c2cnc3ccc(Cl)cc3c2Nc2ccc3c(c2)OCCO3)cc1` as listed: 4, 1, 7, -1, -7, 8, 1, 0
`Cc1cccc(-n2c(Cc3cc(=O)[nH]c(=O)[nH]3)nnc2SCC(=O)NCc2ccccc2Cl)c1` as listed: 1, 10, 31*, 6, 5, 1, 7, -3

Following part
Results follow in this order: USP10 inh, USP28 inh, USP30 block, USP17 inh, OTUD3 block, USP7 inh, USP8 inh, UCHL1 inh
> CSc1cccc(NC(=O)Cn2cnc3c(-c4ccc(F)cc4)nsc3c2=O)c1
  2, 5, 11, 15, 8, 7, 19, -1
> CCCc1cc(C2CCCN2C(=O)c2cc(-c3ccccc3)on2)no1 (stereo unspecified)
  6, 12, 20, 9, 10, 2, 12, 3
> COc1cccc(Cc2nc(-c3cn(-c4cccc(F)c4)nn3)no2)c1
  4, 32*, 36*, 17, 23, 6, 19, 7
> Cc1ccc(C(=O)N2CCC(Oc3cc(N4CCCC4)ncn3)C2)cn1 (stereo unspecified)
  -2, 5, 15, 10, 6, 2, 13, 1
> Cc1ccc(-n2ccn3c(CCC(=O)NCc4ccc(F)cc4)nnc3c2=O)cc1C
  10, 14, 27, -1, 27, 24, 67*, 7
> Cc1ccc(C)c(NC(=O)CCc2c(C)nn(-c3cc(N4CCCC4)ncn3)c2C)c1
  -5, 12, 28, 22, 24, 5, 19, 1
> CCN1CC[C@@]2(C(=O)N3CCOCC3)CCN(C(=O)NC(C)C)CC[C@@H]12
  3, 5, 14, 0, 17, 6, -36, 1
> Cc1ccc(O)c(C(=O)c2cc(C#N)c(=O)n(-c3cccc(Cl)c3Cl)c2)c1
  -7, -5, -97, -77, -29, -132, 27, -161
> O=c1c2ccccc2c2ccccc2c(=O)n1-c1cccc([N+](=O)[O-])c1
  4, 0, 10, 2, -1, -7, -38, -1
> CCOC(=O)N1CCN(C(=O)c2oc3c(c2C)C(=O)CC(C)(C)C3)CC1
  2, 2, 0, -8, 0, -1, -16, -4
> Fc1ccc(Oc2ncnc3oc(-c4ccccc4)cc23)c(Cl)c1
  -9, -107, -237, -9, -49, 1, -10, -5
> CN(C)c1nc2cc(C(=O)N3CCCC3)sc2n1-c1ccccc1
  -6, 4, 5, 12, 2, 0, 57*, 7
> COc1ccccc1/C=C/C(=O)Nc1sc2c(c1C(N)=O)CCCC2
  0, -8, -1, 2, -11, 8, 0, 3
> O=C(c1ccccc1)N1CCC2(CC1)Nc1cccnc1NC2=NCc1ccccc1
  -2, -152, -488, -121, -140, -7, -76, -14
> Cc1ccc(C(=O)N2CCN(c3ncnc4c3CCC4)CC2)s1
  1, 5, 11, 0, 6, -8, 8, 0
> COCCn1c(C)cc(C(=O)COC(=O)c2ccc3c(c2)nc(C)n3-c2ccccc2)c1C
  -7, -70, -280, -56, -58, -12, -39, -13
> CC(C)(CC(=O)O)CC(=O)N1CCCN(c2nc3ccc(Cl)cc3s2)CC1
  -7, 13, 15, 11, 11, 2, 22, 2
> CCCOc1ccc(-c2ccc(-c3noc(-c4ccncc4)n3)cc2)cc1
  1, -9, -1, 5, -4, 0, 5, -3
> Cc1nn2c(N)c(C#N)cnc2c1-c1cccc(C(F)(F)F)c1
  -4, -21, -86, 0, -1, -5, -11, -2
> CC(=O)c1cccc(-n2c(=O)c(C#N)cc3c(=O)n4cccc(C)c4nc32)c1
  -9, -231, i, -125, -165, -23, -103, -17
> Cn1cncc1-c1cncc(CC2CCN(C(=O)c3ccncc3)CC2)n1
  1, -4, 0, -4, 0, 2, -20, 0
> CC1CCN(c2ccc3nnc(CCC(=O)NC4CCCCC4)n3n2)CC1
  2, -1, 0, -2, 3, -21, 1, 0
> O=C(CN1CCCCC1)N[C@@H]1C[C@H]2Oc3ccccc3N[C@H]2[C@@H]1O
  -7, 16, 15, 2, 8, 4, 3, 1
> O=C(NCc1cccnc1-c1ccc(F)cc1)C1CCC1
  5, 7, 21, 9, 11, 4, 19, 0
> Cc1cnnn1-c1ccc(C(=O)Nc2cccc(Cl)c2)cc1
  0, 23, 54*, 80*, 11, -8, 0, 2
> CNC1C(O)C(OC2C(N)CC(N)C(OC3OC(C(C)N)=CCC3N)C2O)OCC1(C)O (stereo unspecified)
  -13, -9, -64, -8, -11, 1, -17, -1
> CNC(=O)c1c2n(c3ncccc13)CCN(S(=O)(=O)c1ccc(-c3ccccc3)cc1)C2
  34*, -2, -22, 52*, -1, 7, 14, 0
> COc1ccc(-c2cc(C)no2)cc1S(=O)(=O)Nc1cc(F)ccc1F
  7, 0, 0, 16, -1, 12, 1, -1
> Cc1nc(-c2ccccn2)sc1C(=O)Nc1cccc(C(F)(F)F)c1
  -2, -5, -5, 1, -10, -17, -15, 1
> O=C(Cc1ccccc1)N1CC[C@@H]2CN(Cc3ccncc3)S(=O)(=O)[C@@H]2CC1
  0, 4, 0, -10, 17, 7, -76, 2
> COc1ccc2c(c1OC)C(=O)N1C2c2[nH]c3ccccc3c2C[C@H]1C(=O)NCc1ccccc1 (stereo partly specified)
  -7, -17, -81, -10, -21, -6, -2, -2
> O=c1c2cnc3nc(C(F)(F)F)nn3c2ccn1CCN1CCOCC1
  -6, -12, -56, -14, -9, -4, -6, -3
> COc1ccc(-n2nnc(C(C)=O)c2NC2CC2)cc1
  2, -1, 1, 1, -3, 0, 1, 1
> Cc1c(O)c(O)c2c(c1O)COC2
  -2, 1, -108, 39*, -16, -30, 2, 0
> CC1CSc2ccc(S(=O)(=O)Nc3cccc(C(F)(F)F)c3)cc2NC1=O (stereo unspecified)
  10, 11, 15, 9, 7, 1, 9, 4
> O=C(CCc1nnc2ccc(N3CCCCC3)nn12)N1CCC(Cc2ccccc2)CC1
  -3, 0, 0, 0, -13, -7, 13, -2
> CCc1nc(N2CCCC2=O)sc1C(=O)Nc1cccc(C)c1
  0, 49*, -6, ., -5, -2, 1, -1
> CCn1ncc(CN(C)C(=O)Nc2ccc(Cl)cc2)c1C
  0, 9, 32*, 16, 9, -4, 17, -1
